# ERG Ets-DNA blk = blocks human ERG Ets domain binding to DNA | P11308 | fluorescence polarization, His-ERG Ets domain / labelled DNA | Potency, µM (titrated, usually from 76.9 µM), for the others: at the highest dose FP activity, negative = inhibition, usual class: inhibitors | actives 0.028% (n = 370,000) | AID 624246; active = well fitted inhibition curve with a large enough effect in the polarisation, with a control signal flat; inconclusive = small, poorly fitted or top-dose-only effect, or effect the other way, or a change in a side signal; inactive = no such curve, though single readings can be large or run the other way; the % refers to the polarisation;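 also: polarization taken with two DNA probes labelled with fluorescein and Texas red; potency is read from the fitted curve at half-maximal effect; % of control where 0% means no effect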
#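 His-tagged ERG Ets domain (1 uM in the protein solution; 300mM KCl, 50mM Tris-HCl, 1mM EDTA, 1mM DTT, pH 7.5) received compound, then a probe mix of 5 nM fluorescein-DNA and 100nM Texas-615-DNA. Fluorescence polarization was read for both dyes.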
# GRP78 ERSR act = induces the endoplasmic reticulum stress response in human glioma cells | U87-MG GRP78 promoter luciferase reporter, 16 h | Potency, µM, for the others: at the highest dose activation, actives largely listed as activators | actives 0.02% (n = 420,000) | AID 602332; also: potency is read from the fitted curve at half-maximal effect; series mostly up to about 76 µM; % of control where 0% means no effect; nearly all actives have a fitted effect of over 35% in size
#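 ERSR induction read as luciferase luminescence (Bright-Glo, 10 min at room temperature) in stably transfected human U87-MG glioma cells exposed to compounds for 16 h, using GRP78 as sensor.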
# Vif-A3F inh = blocks the Vif interaction with APOBEC3F | HeLa A3F-eYFP + Vif (tagged APOBEC3F with the HIV-1 protein that degrades it), YFP fluorescence increase | actives 0.2% (n = 390,000) | Potency, µM (doses to about 46.1 µM), for inactives: at the highest dose activity, negative = active; also: potency is read from the fitted curve at half-maximal effect; % of control where 0% means no effect; nearly all actives have a fitted effect of over 65% in size
#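 HeLa cells stably expressing Vif plus C-terminally eYFP-tagged A3F were seeded, incubated overnight at 37 deg C, dosed with compound, incubated overnight again at 37 deg C. Yellow fluorescence (Ex 488/Em 500-530) reported blocked Vif-mediated A3F-eYFP degradation.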
# D2 antagonist = D2 dopamine receptor (human) antagonism. P14416. HEK293 TREx D2 cells, calcium flux, dopamine EC80. inhibition, % at 10 µM. actives 2% (n = 340,000). AID 485344; in the data active = inhibition above about 30%; also: 0% is about no effect
# Target sequence (P14416 whole entry, looked up): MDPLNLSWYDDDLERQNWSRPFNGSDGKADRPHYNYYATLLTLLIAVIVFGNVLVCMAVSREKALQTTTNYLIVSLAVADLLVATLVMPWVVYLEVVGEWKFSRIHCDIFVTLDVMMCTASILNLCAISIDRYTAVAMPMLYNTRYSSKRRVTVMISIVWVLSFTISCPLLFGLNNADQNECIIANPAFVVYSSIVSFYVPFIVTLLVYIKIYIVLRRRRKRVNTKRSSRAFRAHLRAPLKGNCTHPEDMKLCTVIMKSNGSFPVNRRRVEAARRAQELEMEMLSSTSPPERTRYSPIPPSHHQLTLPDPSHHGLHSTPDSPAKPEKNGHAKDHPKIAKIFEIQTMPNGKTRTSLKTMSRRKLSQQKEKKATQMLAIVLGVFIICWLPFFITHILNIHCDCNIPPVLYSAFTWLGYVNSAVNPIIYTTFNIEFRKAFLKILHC
#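 Cells plated overnight at 30 C with tetracycline; no-wash calcium dye, 30–90 min RT; 10 s baseline; compound pinned; 180 s read; EC80 dopamine added; another 180 s read.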
# 12-LOX inh = inhibitors of human 12S-lipoxygenase ALOX12. P18054. AID 1671190. Potency, µM (highest dose often 108 µM), inactives show at the highest dose activity change, negative = inhibition, usual class: inhibitors. purified 12hLO, xylenol orange hydroperoxide absorbance. actives 1.1% (n = 580,000); also: potency is read from the fitted curve at half-maximal effect; % is scaled to controls: 0 for no effect and ±100 for the full control effect
#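 Purified human 12hLO at 150 nM in 25 mM Hepes, 0.01% Triton X-100, pH 7.0, preincubated 15 min at room temperature with compound. Reaction started with 40 uM arachidonic acid, 30 min at room temperature. Hydroperoxide measured by Fe-xylenol orange, 573/405 nm absorbance ratio.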
# D2 agonist = D2 dopamine receptor (human) agonism | P14416 | HEK293 T-REx D2 cells, calcium flux agonist mode | activation, % at 2 µM | actives 0.53% (n = 340,000);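 active = activation over 3 SD above normal in the single-dose calcium agonist read, cut at about 30% in these data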; also: 0% is about no effect
#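 Agonism is scored from calcium flux in a force-coupled, inducible HEK293 cell line expressing D2, read kinetically for 180 s after compound addition against dopamine controls.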
# Vif-APOBEC3G blk = inhibitors of Vif-APOBEC3G interaction; Q9HC16; HeLa A3G-eYFP + Vif (tagged APOBEC3G with the HIV-1 protein that degrades it), YFP fluorescence, overnight; Potency, µM (series often up to 46.1 µM), for inactives: at the top dose activity, negative = active, most hits filed as inhibitors; actives 0.076% (n = 410,000); AID 602310;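 also: potency is read from the fitted curve at half-maximal effect; % is scaled to controls: 0 for no effect and ±100 for the full control effect; nearly all actives have a fitted effect of over 60% in size; hits raise eYFP signal because A3G escapes Vif-driven loss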
# Target sequence (Q9HC16 whole entry, looked up): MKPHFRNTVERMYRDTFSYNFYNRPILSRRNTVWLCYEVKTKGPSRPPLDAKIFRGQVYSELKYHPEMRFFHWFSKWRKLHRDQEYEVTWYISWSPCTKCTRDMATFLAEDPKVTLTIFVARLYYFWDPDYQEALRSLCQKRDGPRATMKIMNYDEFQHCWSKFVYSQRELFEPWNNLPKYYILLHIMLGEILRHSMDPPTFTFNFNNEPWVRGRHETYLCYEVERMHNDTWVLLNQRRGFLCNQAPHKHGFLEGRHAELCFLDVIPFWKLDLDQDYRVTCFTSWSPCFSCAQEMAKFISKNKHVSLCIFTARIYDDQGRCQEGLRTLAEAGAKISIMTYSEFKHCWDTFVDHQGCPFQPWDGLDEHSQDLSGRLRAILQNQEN
#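 Read-out is eYFP fluorescence (Ex 488/Em 500-530) from Vif-expressing HeLa A3G-eYFP cells; more signal means A3G escaped Vif-mediated degradation. Cells plated overnight, compound pinned in, incubated overnight at 37 deg C.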
# RGS4 inh = blocks human RGS4-accelerated GTP hydrolysis. P49798. AID 504845. actives 0.039% (n = 390,000). Transcreener GDP fluorescence polarization, RGS4-accelerated GTP hydrolysis. Potency, µM (titrated, usually from 114 µM), inactives show at the top dose activity change, negative = inhibition, hits mostly inhibitors; also: potency is read from the fitted curve at half-maximal effect; % is scaled to controls: 0 for no effect and ±100 for the full control effect; nearly all actives have a fitted effect of over 75% in size; some results filed as inactive show a strong effect at the top dose
# Target sequence (P49798 whole entry, looked up): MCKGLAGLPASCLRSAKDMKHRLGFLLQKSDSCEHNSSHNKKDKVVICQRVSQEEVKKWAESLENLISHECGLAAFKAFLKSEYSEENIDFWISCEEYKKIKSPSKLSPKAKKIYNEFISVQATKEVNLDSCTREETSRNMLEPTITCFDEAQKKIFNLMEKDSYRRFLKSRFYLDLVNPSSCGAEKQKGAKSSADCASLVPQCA
#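 MLSMR compounds (23 nl, pin-transferred) preincubated 10 min at room temperature with a 500nM (2x) first reagent, then RGS4 at 900nM (2x) plus Transcreener GDP mix added; fluorescence polarization (620/688 nm) read before and after 90 min at 30 °C.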
# LDHA block = inhibitors of human lactate dehydrogenase A | purified LDHA, NADH/diaphorase-resazurin fluorescence; active compounds read low | activity change, % (values are at about 110 or 230 µM) | P00338 | AID 1347041 | actives 0.15% (n = 480,000); in the data active = activity change below about -30%; inconclusive = mostly about -25% to -30%;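 also: plate controls were DMSO wells for no effect and wells without enzyme for full effect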
#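 Remaining NADH was detected by diaphorase (0.133 mg/mL) converting 37 µM resazurin to fluorescent resorufin, read at 0 and 20 minutes. The preceding 5-minute room-temperature reaction used 2 nM LDHA, 0.2 mM sodium pyruvate and 0.06 mM NADH at pH 7.4.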
# Numbers without * were called inactive; ? = inconclusive; . = not tested or not shown; & = joins results of further samples; [ ] = dose if it differs, or a comment. Unless noted, calls follow the shape of the dose curve; as a rule, active = well fitted curve in the direction sought with a large enough effect; inconclusive = small, poorly fitted or top-dose-only effect, or another doubt; inactive = no such curve, though single readings can be large; an effect the other way counts as inactive or inconclusive.
Structure,ERG Ets-DNA blk,GRP78 ERSR act,Vif-A3F inh,D2 antagonist,12-LOX inh,D2 agonist,Vif-APOBEC3G blk,RGS4 inh,LDHA block
COc1ccc(NC(C)=[N+](C)CCNS(=O)(=O)c2ccc(Cl)cc2)cc1Cl,-1%,-4%,4%,3,?,0.1,0%,-20%,-14
CCc1cc(=O)oc2c(C)c(O)c(CN3CCCCC3)cc12,-2%,-4%,-10%,11,0%,-0.3,0%,2%,-3
Cc1c(O)nc2ccccn2c1=O,2%,-3%,6%,-1,460%[activator],1.6,0%,23%,-12
CCOC(=O)c1c(Nc2ccc(Cl)cc2)sc(/C=C2\C=Nc3ccccc32)c1O,-1%,-3%,7.1µM*,5,12%&-2%,-0.7,-18%,5%,-1
N#Cc1c(N)nc(SCC(=O)NCCc2ccccc2)c(C#N)c1-c1cccs1,3%,-5%,8%,-7,-21%,0.6,2%,-36%,-4
COc1cccc(/C=C2\Oc3cc(OCC(=O)N4CCC[C@H]4C(=O)O)ccc3C2=O)c1,-2%,2%,-2%,-7,?,0.3,-1%,-26%,2
COc1ccc(NC(=O)Cn2nc([N+](=O)[O-])c(Cl)c2C)cc1OC,-9%,2%,-7%,-1,-23%,0.1,2%,-8%,-5
COC(=O)Cn1c(=O)c2c(nc3n2CC(C)CN3Cc2ccccc2)n(C)c1=O (stereo not drawn),6%,-4%,-5%,7,6%,0.1,-1%,4%[11.4 µM],-3
COc1ccc(CCNC(=O)Nc2ccc([N+](=O)[O-])cc2)cc1OC,-9%,-2%,13%,6,?,5.0,-7%,2%,-8
O=c1[nH]cnc2c1cnn2Cc1ccccc1,-6%,3%,10%,6,-23%,1.4,1%,-11%,-1
COc1ccc(Cl)cc1NC(=O)CN(C)CC(=O)Nc1ccccc1-c1ccccc1,3%,-6%,2%,6,3%,-0.9,-17%,-10%,-3
Nc1nc(Sc2ccc([N+](=O)[O-])c3nonc23)c2[nH]cnc2n1,.,-14%,?,.,32µM*,.,?,-120%,43
Cc1nc(NC(=O)CSc2nnc(C3CC3)n2N)c(Cl)cc1Cl,-8%,-4%,2%,.,0%,.,5%,-19%,2
Cc1cc2nc3n(c2cc1C)CC1CC(C(=O)NCc2ccco2)N(C)C31 (stereo not drawn),1%,1%,1%,-2,-38%,0.3,-3%,1%,-2
CCOC(=O)N1CCN(C(=O)CCc2ccc(S(=O)(=O)NC(C)C)cc2)CC1,-1%,-1%,0%,7,0%,0.1,0%,-10%,-6
CCCS(=O)(=O)NC(=O)C1(C)CCCN(C(=O)c2cccc(C(F)(F)F)c2)C1 (stereo not drawn),.,2%,.,.,9%,.,0%,.,-1
Cc1cc(C(=O)NNc2cc(Cl)ccc2Cl)no1,64%[activator],-2%,-10%,4,?,-0.9,2%,-48%,4
CCc1nc(SCc2cc(=O)c3cc(C)ccc3[nH]2)n[nH]1,-5%,-4%,3%,.,-27%,0.3,0%,-4%,-3
COc1ccc(Cl)cc1NC(=O)COC(=O)C1COc2ccccc2O1 (stereo not drawn),-7%,-3%,-1%,6,1%,.,3%,2%,-14
Cc1ccccc1CC(=O)NCCN1CCCCC1,-1%,-6%,0%,-1,0%,0.2,2%,23%,-2
O=C(Cn1ccc2ccccc2c1=O)NCCC(=O)N1CCN(C2CCCCC2)CC1,13%,0%,4%,-1,-2%,-0.3,1%,14%,0
O=S1(=O)c2cccc3cccc(c23)N1CCBr,1%,-2%,12%,0,-19%,-0.7,-2%,-16%,2
CN(C1CCCCC1)S(=O)(=O)c1ccc(NC(=O)C2CCCCC2C(=O)O)cc1 (stereo not drawn),10%,-4%,0%,3,-21%,-0.2,-6%,-2%,-3
CCOC(=O)c1c(C)[nH]c(C(=O)OC(C)C(=O)NC2CCCCC2C)c1C (stereo not drawn),-5%,0%,-11%,4,-17%,-0.3,-10%,8%,-12
Cc1ccc2nsnc2c1NC(=O)COc1ccccc1F,7%,1%,11%,2,-5%,-0.9,0%,14%,-3
CC(=O)NC(c1ccc(F)c(F)c1)c1nc(-c2cnc3ccccc3c2)cs1 (stereo not drawn),.,-4%,.,.,-6%,.,0%,.,-18
Cc1noc(C)c1COc1ccccc1C(=O)N(C)Cc1ccc(C(C)(C)C)cc1,3%,-2%,1%,27,?,0.7,-1%,-8%,-4
CCOc1ccc(-c2nnc(SCC(=O)N(CC)CC)n2N)cc1,1%,-2%,5%,1,0%,0.6,-3%,-10%,3
COc1cccc(N2CC(C(=O)Nc3nnc(SCC(=O)c4ccccc4)s3)CC2=O)c1 (stereo not drawn),.,-1%,7%,-11,4%,2.6,-5%,-7%,-9
Cc1nc2cc(OC3(C)CCN(Cc4ccc(OC(F)(F)F)cc4)C3)ccc2s1 (stereo not drawn),.,-6%,.,.,?,.,-5%,.,-2
COc1ccccc1CN(Cc1c(Cl)cccc1Cl)S(=O)(=O)c1ccc(Br)cc1,-2%,-1%,-2%,.,8%,-0.4,3%,14%,0
O=C(Nc1cc(Cl)ccc1-n1cncn1)c1cccs1,0%,-4%,-2%,19,-18%,-0.1,0%,-50%,-10
Cc1sc2nc(-c3cccs3)oc(=O)c2c1C,-2%,3%,5%,2,0%,-0.1,1%,23%,1
CN(C)S(=O)(=O)c1cccc(C(=O)Nc2n[nH]c(C(F)(F)F)n2)c1,2%,-1%,6%,12,4%,1.7,0%,15%,0
CCCCn1c(=O)nc2n(-c3ccc(Br)cc3)c3ccccc3cc-2c1=O,-1%,-2%,?,.,?,0.1,-2%,-7%,-9
COC(=O)C1=CO[C@@H](O[C@@H]2O[C@H](CO)[C@@H](O)[C@H](O)[C@H]2O)C2C1C=C[C@@]2(O)CO (stereo partly drawn),5%,-2%,0%,.,0%,.,2%,24%,-8
CCOC(=O)c1cnc2c(C(=O)OC)cccc2c1NCc1cccnc1,-12%,-3%,-8%,12,-20%,-0.4,8%,6%[11.4 µM],0
Nc1c(Cl)c(Cl)nc(C(=O)OCC(=O)NC2CCCCC2)c1Cl,9%,-3%,-14%,57*,325%[activator],64*,7%,-5%,-1
CCS(=O)(=O)NCc1csc(C)n1,8%,-1%,-7%,10,-24%,0.8,0%,-7%,-6
COc1cccc(N2CCN(C(=O)C3CCN(S(=O)(=O)c4ccc5c(c4)oc(=O)n5C)CC3)CC2)c1,1%&-2%,-1%&-3%,0%&0%,-4,6%&-21%,0.7&0.4,1%&4%,-28%[56.9 µM],1&3
COc1cc2c(cc1OC)C(C)N(C(=O)c1c(C)noc1C)CC2 (stereo not drawn),14%,-4%,-4%,-2,79%[activator],1.2,?,6%,-2
CC[C@@]1(c2ccccc2OC)C(=O)N(C(=O)OC)N1C(=O)OC,8%,-4%,-2%,-21,.,-0.5,-16%,-3%,-3
COc1ccc(-c2ccc3[nH]c4c(c3c2)CCN2C[C@@H]([C@H](C)OC(=O)Nc3cc(Cl)cc(Cl)c3)[C@@H](N(C)C(=O)Nc3cc(Cl)cc(Cl)c3)C[C@@H]42)cc1,.,-8%,-18%,.,?,.,-3%,.,-10
CCc1ccccc1N(C(=O)CNC(=O)c1ccco1)C(C(=O)NC1CCCC1)c1cccnc1 (stereo not drawn),-14%,-5%,?,0,11%,-0.2,-5%,-15%,-4
CC(=O)NC(=S)Nc1ccc(NC(=O)COc2ccc(C(C)C)cc2)cc1,-10%,-6%,4%,9,-10%,1.0,6%,-16%,-9
Cn1nnnc1SCC(=O)NC1CCCCC1,-1%,-3%,-3%,20,-44%,0.6,-5%,-16%,-9
Cc1cnc(NC(=O)Cc2cccs2)s1,1%,1%,-4%,22,-7%,-0.6,-2%,-6%,-14
CN(C)CCOC(=O)CC12CC3CC(C1)CC(CC(=O)OCCN(C)C)(C3)C2,-5%,-1%,-7%,-13,-9%,-0.2,1%,0%,-5
O=C(N/N=C\c1c(O)ccc2ccccc12)c1ccc(Cn2cccn2)o1,-2%,-4%,?,-4,-28%,7.8,-18%,-17%,12
Cc1n[nH]c(=O)nc1N/N=C/c1ccc(O)c([N+](=O)[O-])c1,3%,1%,-2%,-24,-2%,1.9,1%,-8%,-2

# Later entries.
Structure,ERG Ets-DNA blk,GRP78 ERSR act,Vif-A3F inh,D2 antagonist,12-LOX inh,D2 agonist,Vif-APOBEC3G blk,RGS4 inh,LDHA block
Cc1ccc(CNC(=O)c2nccnc2C(=O)O)cc1,10%,-1%,-4%,15,?,1.1,1%,-12%,-5
COc1ccccc1N1CCN(C(=O)C(CC(C)C)NC(=O)C2CCCCC2)CC1 (stereo not drawn),15%,-1%,-4%,-11,15%,-2.4,0%,-9%,-5
Cc1cc(C(=O)COc2ccc3ccc(=O)oc3c2)c(C)n1C,-11%,4%,-2%,-3,-5%,1.2,-3%,?,-7
COc1cc2oc(=O)cc(CN3CCN(c4ccccc4OC)CC3)c2cc1Cl,.,-5%,.,.,?,.,-3%,.,-3
O=C(NCCOc1ccccc1-c1ccccc1)c1ccco1,0%[15.4 µM],-2%,3%,.,-8%,.,0%,-16%,-6
O=C(CSc1ccc(-c2ccco2)nn1)NCc1ccc2c(c1)OCO2,1%,3%,3%,10,-1%,-1.3,-3%,2%,-7

# Source: PubChem BioAssay

# Only part of the results is shown. The share of hits here may be higher or lower than overall.
